Assay outcomes from PubChem BioAssay.
Casp6 inh – human caspase-6 inhibitors, primary screen, biochemical, VEID-R110 fluorescence, single point, set 2; purified caspase-6, Z-VEID-R110 cleavage fluorescence; P55212; hit rate 0.53% among 350,000; inhibition, % at 12.5 µM;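 active = mean inhibition across replicates at least about 35%, with every replicate also reaching that limit, limit read from the data; inconclusive = only one of the two criteria met; inactive = neither criterion met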;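 note: 0% = median of neutral control wells and 100% = no fluorescence left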
Target sequence (P55212 24-179 limits assumed): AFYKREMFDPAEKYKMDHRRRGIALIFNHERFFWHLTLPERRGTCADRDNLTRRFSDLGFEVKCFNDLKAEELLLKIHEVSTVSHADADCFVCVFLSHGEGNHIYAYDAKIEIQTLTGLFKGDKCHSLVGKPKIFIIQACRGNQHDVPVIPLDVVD
Target sequence (P55212 194-293 limits assumed): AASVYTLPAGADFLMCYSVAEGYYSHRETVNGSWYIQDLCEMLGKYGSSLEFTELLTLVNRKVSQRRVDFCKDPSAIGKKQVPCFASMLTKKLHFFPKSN
ERp5 inh – inhibitors of ERp5-driven insulin aggregation, primary screen, biochemical, turbidity, absorbance 650 nm, single point; 90 min; inhibition, % at 9.99 µM; hit rate 0.05% among 350,000; AID 651711, 2012;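 active = mean replicate inhibition above about 25%, with every replicate also reaching it, limit read from the data, passing the limit was not always enough; inconclusive = only one of those two criteria met; inactive = neither criterion met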
Target sequence (Q15084 whole entry, looked up): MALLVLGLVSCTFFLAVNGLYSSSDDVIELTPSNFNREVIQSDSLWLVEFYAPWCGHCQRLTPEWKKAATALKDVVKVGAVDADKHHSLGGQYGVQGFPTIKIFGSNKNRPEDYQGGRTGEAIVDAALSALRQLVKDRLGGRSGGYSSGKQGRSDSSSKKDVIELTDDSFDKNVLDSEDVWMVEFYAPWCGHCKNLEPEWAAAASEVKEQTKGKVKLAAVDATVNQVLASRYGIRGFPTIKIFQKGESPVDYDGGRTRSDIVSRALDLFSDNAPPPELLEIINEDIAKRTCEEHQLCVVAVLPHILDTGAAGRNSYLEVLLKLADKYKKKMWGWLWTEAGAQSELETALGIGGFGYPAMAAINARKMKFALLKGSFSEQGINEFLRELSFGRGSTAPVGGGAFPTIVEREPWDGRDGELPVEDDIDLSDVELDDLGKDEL
DENV2 CPE – inhibitors of DENV2 cytopathic effect, primary screen, cell-based, plate reader, single concentration. DENV2-infected cells, cytopathic effect rescue. CPE inhibition, % at 9.99 µM. hit rate 1.7% among 350,000. AID 651640, 2012; in the data active = CPE inhibition above about 20%, passing the limit was not always enough; inconclusive = no clear call, values can overlap the other calls; tested in BHK-21 cells;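 note: 0% = median of neutral control wells and 100% = median of positive control wells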
CFTR F508del cor – F508del CFTR correction, initial screen, CFBE line, single point; CFBE cells, YFP halide quenching; stimulated with forskolin plus potentiator P3; % fluorescence drop versus neutral controls; activity (quench increase), % at 7.58 µM; hit rate 0.36% among 350,000;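 active = mean added fluorescence quench of at least 8% versus neutral control, with both replicates also reaching 8%; inconclusive = only one of the mean or replicate conditions met; inactive = mean below 8% and not both replicates reaching 8%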;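 note: cells transiently co-express mutant CFTR-F508del with the halide-sensitive YFP; corrector assay measuring rescue of mutant channel to the surface after 24 h compound exposure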
miR-122 sensor – miR-122 Renilla sensor signal increase in Huh7, primary screen, miR-122 inhibitor project, cell-based, single point, plate reader | Huh7 miR-122 Renilla luciferase sensor, 48 h; neutral wells = 0, positive control = 100 | activation (reporter increase), % at 12.5 µM | hit rate 0.3% among 340,000;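 active = mean replicate activation score at least 90 and every replicate individually at or above 90; inconclusive = only one of the two criteria met; inactive = neither criterion met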;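 note: higher luciferase means less miR-122 activity so hits act as miR-122 inhibitors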
ERAP1 inh – human ERAP1 aminopeptidase inhibitors, primary screen, biochemical, single point, plate reader | hit rate 0.15% among 340,000 | Endoplasmic reticulum aminopeptidase 1 (Homo sapiens), Q9NZ08 | recombinant ERAP1, Leu-AMC fluorescence, 60 min | inhibition, % at 10.7 µM;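 active = mean replicate inhibition of at least 30%, or all replicates individually reaching that 30% level; inactive = mean below 30% and not every replicate reaching it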;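 note: 0% = neutral control wells and 100% = L-leucinethiol positive control wells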
SIRT5 block – SIRT5 desuccinylase inhibitors, primary screen, biochemical, fluorescence imaging, single point, set 5. hit rate 1.1% among 330,000. inhibition, % at 15 µM. Purified SirT5, succinyl-peptide AMC, trypsin-coupled fluorescence; in the data active = inhibition above about 15%; inconclusive = no clear call, values can overlap the other calls
Target sequence (Q9NXA8 whole entry, looked up): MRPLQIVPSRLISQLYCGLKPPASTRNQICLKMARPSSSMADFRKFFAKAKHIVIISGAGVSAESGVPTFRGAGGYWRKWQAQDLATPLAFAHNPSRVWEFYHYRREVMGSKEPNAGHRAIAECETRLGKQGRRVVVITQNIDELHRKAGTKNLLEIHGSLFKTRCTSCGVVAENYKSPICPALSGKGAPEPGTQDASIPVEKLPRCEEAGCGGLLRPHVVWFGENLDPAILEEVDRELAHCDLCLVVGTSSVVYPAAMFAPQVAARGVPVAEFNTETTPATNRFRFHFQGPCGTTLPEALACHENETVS
Numbers without * were called inactive; ? = inconclusive; nt = no result given; & = joins results of further samples; [ ] = remark or other dose.

SMILES | Casp6 inh | ERp5 inh | DENV2 CPE | CFTR F508del cor | miR-122 sensor | ERAP1 inh | SIRT5 block
CC(=O)N1[C@@H]2c3cccc(=O)n3C[C@H]1[C@H](CO)[C@H]2C(=O)NCc1ccc(F)cc1 | 1 | -2 | -4 | -3.4 | 8[16.7 µM] | 3 | 4
C[C@@H]1CN([C@H](C)CO)C(=O)Cc2cc(NS(=O)(=O)c3ccc(Cl)cc3)ccc2O[C@H]1CN(C)S(=O)(=O)c1ccc(F)cc1 | 2 | -7 | 6 | -1.0 | 2[16.7 µM] | 2 | 4
Cc1cc(NC(=O)c2ccc(S(=O)(=O)N(C)CC3CCCO3)cc2)no1 (stereo not given) | 0 | 2 | 8 | nt | nt | 9 | -3
CC(=O)c1cccc(NC(=S)NC(=O)Cc2ccc(Cl)cc2)c1 | 4 | 4 | 2 | -0.2 | -14 | 0 | -4
CC(C)NC(=O)N(C)C[C@H]1Oc2cc(-c3cncnc3)ccc2S(=O)(=O)N([C@H](C)CO)C[C@@H]1C | 1 | -2 | nt | -0.6 | 13[16.7 µM] | 1 | 2
CC(C)c1nnc(NC(=O)c2nc(S(=O)(=O)Cc3ccccc3F)ncc2Cl)s1 | 4 | 0 | 6 | 3.0 | nt | 3 | 1
CC[C@@]1(C(=O)OC)N[C@H](CN(C)C(=O)c2ccc(C(C)(C)C)cc2)[C@@H]2C(=O)N(Cc3ccccc3)C(=O)[C@@H]21 | 2 | -6 | -6 | 0.1 | nt | 2 | nt
CO[C@H]1CN(C)C(=O)c2ccc(NC(=O)C3CC3)cc2OC[C@H](C)N(C(=O)c2ccccc2F)C[C@H]1C | nt | -6 | 8 | -2.0 | 12[16.7 µM] | nt | -6
CCN(C(=O)c1ccc2c(Cl)c3c(nc2c1)CCC3)c1ccc(C)c(C)c1 | 0 | 0 | 2 | 0.3 | nt | 6 | 2
O=C1NC(=O)/C(=C/c2ccc(-c3cccc([N+](=O)[O-])c3)o2)S1 | -1 | 3 | -4 | -4.2 | 5 | -1 | 0
COc1cccc(NC(=O)COC(=O)/C=C/c2c(C)nn(-c3ccccc3)c2C)c1 | 1 | 6 | -15 | 0.0 | -4 | 2 | 3
CC1CCCC(NC(=O)c2ccc3c(c2)NC(=O)CS3)C1C (stereo not given) | -4 | 3 | -7 | -2.5 | 4 | -2 | -5
O=C(NCc1ccc(Cl)cc1)c1ccc(-c2ccc(F)c(F)c2)c2ccoc12 | -1 | -6 | ? | 0.1 | -3 | -1 | nt
COc1ccc(CNC(=O)CN(C(=O)c2snc(C(N)=O)c2N)c2ccccc2F)cc1 | 5 | 2 | 5 | -0.4 | -7 | 20 | 1
CC(C)(C)C(=O)C[n+]1ccc(C(N)=O)cc1 | -2 | -1 | -11 | 2.6 | -20 | -2 | -2
COc1ccccc1-c1ccc2c(c1)O[C@H](CN(C)S(=O)(=O)c1ccc(F)cc1)[C@H](C)CN([C@H](C)CO)S2(=O)=O | 0 | 8 | 7 | 2.9 | 5[16.7 µM] | -2 | 26*
Cc1ccc(C(=O)N(CCN2CCCCC2)CC2CCCN(C3CCCC3)C2)s1 (stereo not given) | -41 | -1 | 3 | 1.9 | nt | -1 | -2
O=C(NCC1CCCN(C(=O)NCc2ccccc2)C1)c1ccc2c(c1)OCO2 (stereo not given) | -6 | 6 | 0 | 1.3 | nt | 0 | -1
COc1ccc(-c2ccc(SCC(=O)N3CCN(c4ccccc4)CC3)nn2)cc1 | -3 | 0 | nt | -1.8 | nt | -3 | -1
NC(=O)C[C@H](NC(=O)c1ccc(Cl)cc1)C(=O)OCc1ccccc1 | -2 | 10 | -1 | -0.8 | -4 | 0 | -2
Cc1cc(=O)[nH]c(N/N=C/c2c(F)c(F)c(F)c(F)c2F)n1 | 1 | -9 | 2 | 3.8 | 2 | -1 | -2
CC(=O)NNS(=O)(=O)c1scc(S(=O)(=O)c2ccc(Cl)cc2)c1C | 1 | 3 | 4 | 4.3 | -1 | 2 | -4
CC1N(C(=O)N2CCOCC2)CCN1S(=O)(=O)c1cccc(C(F)(F)F)c1 (stereo not given) | 1 | 0 | -7 | -2.3 | -7 | 0 | -2
CN1CCN(C(=O)C[C@H]2C[C@@H]3c4cc(NC(=O)CC5CC5)ccc4O[C@@H]3[C@H](CO)O2)CC1 | -3 | 8 | -3 | 0.0 | 2[16.7 µM] | 2 | -1
Cc1cc(C)cc(NC(=O)Nc2ccc(Cl)cn2)c1 | 0 | -4 | 7 | 6.3 | -13 | 0 | -1

Going on with the list:
SMILES | Casp6 inh | ERp5 inh | DENV2 CPE | CFTR F508del cor | miR-122 sensor | ERAP1 inh | SIRT5 block
CN1c2ccc(-c3ccccc3)cc2[C@@H]2[C@@H](CCN2C(=O)CC2CC2)[C@H]1CO | 2 | 3 | 0 | 1.3 | -2[16.7 µM] | 1 | -2
COc1ccc(Cl)cc1/C=C1/C(=O)ON=C1C | 5 | -2 | 1 | 0.7 | 2 | 4 | -3
COc1ccc(CN2CCc3ccccc3C2)cc1Br | -2 | 2 | 4 | 3.3 | 4 | 0 | 2
CNC(=O)C[C@@H]1CC[C@H]2[C@@H](COc3ccc(NC(=O)c4cccc(F)c4)cc3C(=O)N2C)O1 | 0&-2 | 0&3 | -3&0 | 4.6&2.4 | 2&0[16.7 µM] | 0&1 | -2&3
CC1(C)Cc2c(cnn2-c2ccc(F)cc2)C(NC(=O)CCCN2CCCCC2=O)C1 (stereo not given) | 0 | -4 | 1 | -2.1 | 1 | -2 | -1
COC(=O)C(C(=O)OC)c1ccccc1CNS(=O)(=O)c1ccc(C)cc1 | -2 | 0 | ? | 3.8 | nt | -3 | nt
C[C@@H]1CN([C@H](C)CO)C(=O)c2cccc(NC(=O)C3CC3)c2O[C@H]1CN(C)Cc1ccc2c(c1)OCO2 | -3 | 0 | -2 | 1.7 | 22[16.7 µM] | 1 | 0
C[C@@H]1CN([C@@H](C)CO)C(=O)c2c(c3ccccc3n2C)-c2ccccc2CO[C@H]1CN(C)S(=O)(=O)c1ccccc1F | -1 | 1 | -3 | 0.7 | nt | 2 | 10
O=C1Nc2ccc(Br)cc2/C1=N\N=C\C1=C(N2CCOCC2)C(=C/c2ccccc2)/CC1 | 9 | -12 | -3 | 0.0 | nt | 5 | -7
CCc1nc2ccc(C(=O)Nc3cccc(OCC(=O)N(C)C)c3)cn2c1N(CCN(C)C)CC1CC1 | -7 | 3 | 0 | 0.9 | -3 | -2 | -1
Nc1nc(-c2ccc(Cl)cc2)nc(-c2ccc(Cl)cc2)n1 | -1 | 2 | 7 | 3.4 | 2 | nt | 29*
COc1cccc(-c2ccc([C@@H]3[C@@H](CO)N(C(C)=O)C34CN(C(C)=O)C4)cc2)c1 | 3 | 5 | -9 | -2.0 | nt | -1 | 1
CC(C)NC(=O)Nc1ccc2c(c1)C(=O)N([C@@H](C)CO)C[C@@H](C)[C@H](CN(C)S(=O)(=O)c1ccccc1)OCCCC[C@H](C)O2 | 1 | -3 | 3 | 0.4 | 8[16.7 µM] | 0 | 0
O=C(NNC(=S)Nc1ccccc1)c1ccccc1[N+](=O)[O-] | 1 | 4 | -7 | -1.8 | 1 | 0 | -4
C[C@H](CO)N1C[C@H](C)[C@@H](CN(C)C(=O)Cc2ccccn2)Oc2ncc(-c3ccncc3)cc2C1=O | 1 | 0 | -2 | 1.3 | 1[16.7 µM] | -1 | -1
Cc1ccsc1CN(C)C(=O)CCc1nnc(COc2ccccc2)o1 | 0 | 0 | -3 | -1.5 | nt | -3 | -2
C[C@H](CO)N1C[C@H](C)[C@H](CN(C)Cc2ccc(C(=O)O)cc2)Oc2c(NC(=O)c3ccc(-c4nccs4)cc3)cccc2C1=O | -6 | -6 | -8 | -0.1 | 0[16.7 µM] | 0 | 2
COc1ccc(-c2sc(Nc3ccccc3)n[n+]2C)c(C)c1C | -1 | -3 | -4 | -0.1 | -15 | 2 | nt
C/C(=N\NC(=O)Cc1c[nH]c2ccccc12)c1ccc2ccccc2c1 | 8 | -2 | 2 | -3.3 | nt | -1 | nt
COc1ccc(CN(Cc2ccc(C(=O)O)cc2)C(=S)Nc2ccccc2F)cc1OC | 4 | -10 | nt | 0.6 | 2 | 0 | -1
Cc1noc(C)c1CSc1nc2sc(C)c(C)c2c(=O)n1C1CCCC1 | 0 | 3 | nt | nt | 2 | 0 | 35*
COc1ccc(CCNC(=O)c2ccc(C)s2)cc1OC | 1 | -5 | nt | -2.5 | -4 | 2 | 1
CC(C)c1ccc(NC(=O)C(c2ccc3c(c2)OCO3)N2CCN(C(=O)c3ccco3)CC2)cc1 (stereo not given) | 3 | -11 | nt | nt | 5 | 2 | 0
CC(C)N(C(=O)CSc1nnc(NC(=O)c2ccco2)s1)C(C)C | 0 | -3 | -2 | -1.0 | nt | -2 | 2
C=CCCC(=O)NC1CC(C)(C)Cc2c1cnn2-c1cccc(F)c1 (stereo not given) | -2 | -1 | -1 | 0.4 | 1 | -1 | -5

Additional compounds:
SMILES | Casp6 inh | ERp5 inh | DENV2 CPE | CFTR F508del cor | miR-122 sensor | ERAP1 inh | SIRT5 block
Nc1ccc([N+](=O)[O-])cc1C(=O)NNC(=O)c1ccco1 | 0 | 6 | 8 | 3.6 | -1 | 0 | -2
CC(OC(=O)/C=C/c1ccco1)C(=O)NC1CCCCC1C (stereo not given) | 2 | -8 | -9 | 3.7 | -7 | 1 | -3
CCOC(=O)N1CCN(CC(=O)Nc2sc(CC)cc2C(=O)c2ccc(OC)cc2)CC1 | -1 | 0 | -11 | 1.1 | -4 | 7 | 2
COCCCNc1nc2c(c(=O)n(Cc3ccc(Cl)cc3)c(=O)n2C)n1C | -1 | 3 | -15 | 0.3 | 5 | -1 | -9
O=c1oc2ccccc2cc1N1CCOCC1 | -2 | 2 | 5 | -1.4 | nt | 3 | 2
CNC(=O)CC(C(=O)O)c1ccc(OCC(C)C)cc1 (stereo not given) | 0 | 3 | ? | -1.9 | -5 | 3 | 0
CCn1c(C)c2c(C)nnc(C)c2c1C | -3 | ? | nt | nt | nt | 4 | -1
CCNC(=O)[C@@H]1[C@@H](CO)[C@@H]2Cn3c(ccc(-c4ccc(F)cc4)c3=O)[C@@H]2N1Cc1cc(F)ccc1F | -1 | -6 | -3 | -0.9 | -4[16.7 µM] | 0 | 6
CN(C)C1CCCCC=CC(=O)NC1 (stereo not given) | -6 | 0 | 2 | 1.8 | -12 | 12 | nt
FC(F)(F)c1cccc(OCc2nnc3n2CCC3)c1 | -1 | 0 | 0 | -1.1 | nt | 3 | -3
O=C(c1cccc(NC2=NC3CS(=O)(=O)CC3S2)c1)N1CCN(c2ccc(F)cc2)CC1 (stereo not given) | -1 | -3 | 2 | -1.8 | -4 | 4 | 0
COc1cccc(-n2c(-c3ccco3)nc3nc4ccccc4nc32)c1 | 0 | -1 | 1 | 1.7 | nt | -2 | -1
C[C@@H]1CCCCO[C@H](CN(C)C(=O)CCC(F)(F)F)[C@H](C)CN([C@H](C)CO)C(=O)c2cc(NC(=O)NC3CCCCC3)ccc2O1 | 0 | 0 | 1 | 1.3 | -3[16.7 µM] | -2 | -2
Cc1ccc(NC(=O)CCCc2ccccc2)nc1 | 0 | 0 | -5 | -1.0 | 0 | -2 | -3
CC1(C)OC(C(O)(c2ccccc2)c2ccccc2)[C@@H](C(O)(c2ccccc2)c2ccccc2)O1 (stereo not given in full) | -1 | -1 | 10 | -1.1 | 2 | 3 | nt
